Source: PubChem
PKA-R2B act = activators of human PKA-R2B complex; 340,000 tested, 0.079% active; AID 504700; activation, % at 11.4 µM; PKA-R2B holoenzyme dissociation, Cy5-IP20 fluorescence polarization; R2B truncated from residue 108, S112A mutant; 0% DMSO only, 100% 113 µM cGMP;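 active means activation above a cutoff set at the mean over all compounds plus 3 SD, cut at about 18% in these data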;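 further: higher means more holoenzyme dissociation and a rise in polarization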
Target sequence (P31323 whole entry, looked up, other chains not shown, the tested form may be a part): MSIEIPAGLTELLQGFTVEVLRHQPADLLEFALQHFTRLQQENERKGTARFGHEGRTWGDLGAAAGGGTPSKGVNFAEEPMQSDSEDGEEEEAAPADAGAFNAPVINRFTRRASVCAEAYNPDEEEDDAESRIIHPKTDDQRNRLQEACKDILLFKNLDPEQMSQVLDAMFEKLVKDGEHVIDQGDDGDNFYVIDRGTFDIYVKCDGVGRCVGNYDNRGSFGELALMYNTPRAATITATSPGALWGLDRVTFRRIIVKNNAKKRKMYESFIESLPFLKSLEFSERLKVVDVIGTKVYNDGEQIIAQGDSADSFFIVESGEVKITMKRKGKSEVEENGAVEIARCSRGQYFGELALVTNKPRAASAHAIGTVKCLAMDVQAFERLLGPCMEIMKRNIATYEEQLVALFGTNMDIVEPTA
SR-BI DiI-HDL act = enhances SR-BI lipid uptake from DiI-HDL. AID 504775. CHO ldlA[mSR-BI] cells, DiI-HDL uptake fluorescence, 3 h; 100 = double the neutral-control signal. activation, % at 12.5 µM. 320,000 tested, 0.096% active;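 active means mean replicate activation of at least 60% and every replicate at or above 60%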;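 further: 0% = median plate neutral-control signal and 100% = twice that signal; values of inactives mirror those of a sister screen read the other way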
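Test system: SR-BI-overexpressing, LDLR-lacking CHO cells. Measured by: DiI fluorescence, bottom read. Medium: Ham's F12 with 0.5% BSA, HEPES 25 mM, pH 7.4. Timing: 3 h uptake period with compound, 37 °C.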
Cardiac RTF inh = cardiac RTF calcium desensitization; inhibition, % at 7.15 µM; 340,000 tested, 0.12% active; IANBD-labeled cardiac RTF, Ca2+ fluorescence;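 active means inhibition above the mean inhibition of all tested compounds plus 3 SD, cut at about 17% in these data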;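 further: assay run at fixed EC70 calcium of 1.6 mM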
LANA DNA inh = inhibitors of KSHV LANA C-terminal domain DNA binding | MBP-C-LANA/FAM-LBS DNA binding, fluorescence polarization | inhibition, % at 9 µM | 340,000 tested, 0.078% active;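 active means highest replicate inhibition at or above 60% at 9 µM, even if other replicates fall short; inactive means all replicates below 60% inhibition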;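 further: 0% = neutral control wells and 100% = 4 µM acridine orange control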
CAL PDZ FP-1 = blocks peptide binding to the human CAL PDZ domain; Q9HD26; purified CAL PDZ, TMR-peptide fluorescence polarization, 1 h; inhibition, % at 24.9 µM; 300,000 tested, 0.92% active; AID 602252;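 active means mean inhibition of at least 30% with at least half of replicates also reaching 30%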;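 further: 0% = DMSO neutral control and 100% = excess unlabeled competitor peptide PRC23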
CAL PDZ FP-2 = human CAL PDZ-peptide interaction inhibition. purified CAL PDZ, TMR-peptide fluorescence polarization, 1 h. inhibition, % at 20 µM. Q9HD26. 330,000 tested, 0.02% active. AID 504414;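 active means highest replicate inhibition of at least 40%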;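 further: plate controls were DMSO neutral control wells for no effect and unlabeled competitor peptide control wells for full effect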
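Assay system – tagged CAL PDZ protein CerCALP, purified · Timing – 1 h at RT · Compound – single point, 20 µM · Measured by – fluorescence polarization from S- and P-plane intensities, G-factor corrected · Evaluation – inhibition from polarization loss · Probe or stimulus – TMR reporter peptide T*-PRC34 · Buffer or medium – pH 7.4 phosphate-saline buffer, reducing agent, detergent, IgG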
RTF Ca sens act = increases calcium sensitivity of human cardiac regulated thin filaments; P19429+P45379; IANBD-labeled TnC RTF fluorescence at EC20 calcium; 0% EC20 calcium, 100% full calcium; activation, % at 7.2 µM; 340,000 tested, 0.24% active;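 active means activation above the mean over all tested compounds plus 3 SD, cut at about 30% in these data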;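 further: rise in fluorescence read as greater calcium sensitivity of cardiac thin filaments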
Keap1-Nrf2 PPI = disrupts human Keap1 binding to Nrf2 peptide | Q14145 | Keap1 Kelch-Nrf2 peptide fluorescence polarization, 1536-well | inhibition, % at 9.4 µM | 340,000 tested, 0.15% active | AID 504523; in the data active means inhibition above about 12%;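 further: human Keap1 Kelch domain with fluorescein labeled Nrf2 9mer peptide probe; 0% = neutral control wells and 100% = peptide positive control; higher means more block of Keap1 binding to Nrf2 peptide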
DAGLB inhibitor = diacylglycerol lipase beta (human) inhibition; HEK293T DAGLB membrane lysate, EnzChek fluorogenic substrate; inhibition, % at 5.17 µM; 340,000 tested, 0.059% active; in the data active means inhibition above about 34%;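 further: 0% = enzyme with vehicle and 100% = wells lacking enzyme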
Rtt109 Vps75 = blocks Candida albicans Rtt109/Vps75 acetyltransferase activity | purified Rtt109/Vps75, ThioGlo CoA-SH fluorescence, 4 h | Q5AAJ8 | 330,000 tested, 0.16% active | inhibition, % at 34.9 µM;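 active means inhibition of at least 50% in every replicate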
Target sequence (Q5AAJ8 whole entry, looked up): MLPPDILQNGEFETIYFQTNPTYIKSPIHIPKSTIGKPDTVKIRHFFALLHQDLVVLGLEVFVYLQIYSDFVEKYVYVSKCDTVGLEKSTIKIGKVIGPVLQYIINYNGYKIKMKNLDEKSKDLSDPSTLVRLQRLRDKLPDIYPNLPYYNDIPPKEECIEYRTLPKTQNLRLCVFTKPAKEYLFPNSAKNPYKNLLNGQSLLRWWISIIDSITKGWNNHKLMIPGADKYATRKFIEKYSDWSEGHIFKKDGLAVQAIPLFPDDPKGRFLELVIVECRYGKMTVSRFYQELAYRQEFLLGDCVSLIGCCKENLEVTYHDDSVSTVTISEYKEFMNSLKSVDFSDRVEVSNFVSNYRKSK
The depositor's hits bear a star; / = no result given.

Every second line gives: PKA-R2B act, SR-BI DiI-HDL act, Cardiac RTF inh, LANA DNA inh, CAL PDZ FP-1, CAL PDZ FP-2, RTF Ca sens act, Keap1-Nrf2 PPI, DAGLB inhibitor, Rtt109 Vps75
- C=C(C)COC(=O)C1CC2OC2CC1C(=O)OCC(=C)C (stereo not given)
→ 8, 11, 5, 1.7, /, -0.7, 3, 0, -3, 5
- CNC(=O)Nc1ccc(C2SCCS2)cc1
→ -8, 21, -1, -0.5, -5, -0.7, -2, 0, 1, 10
- CC(C)(C)C1(c2ccccc2)NC(=O)N(CC(=O)N2CCOCC2)C1=O (stereo not given)
→ 7, -4, -4, 0.9, /, 0.3, 2, -3, 1, -6
- Cc1csc2nc(CSc3nc4ccccc4o3)c(Br)n12
→ 8, -15, -11, 1.4, -5, -1.1, 6, -4, -6, 3
- CC(=O)Nc1cc(NC(C)=O)cc(-c2nc3ccccc3[nH]2)c1
→ -4, 19, -1, -0.9, 0, -1.4, 4, -2, 0, 0
- COc1ccc(OCc2cc(C(=O)N(C)CC3CCCCO3)no2)c(Cl)c1 (stereo not given)
→ -6, -15, 5, -0.1, /, -0.2, -3, -2, -3, -9
- CCOc1ccc(Nc2cc(C)nc(N3CCOCC3)n2)cc1
→ 10, -40, -1, -1.2, 2, -0.4, 5, 1, 0, 14
- COc1ccc(/C=N/NS(=O)(=O)c2ccc(NC(C)=O)cc2)cc1
→ -14, /, 3, 1.3, -1, -3.6, 1, 1, -2, /
- Cc1cc(C)cc(NS(=O)(=O)c2c(C(=O)N3CCOCC3)c(C)n(C)c2C)c1
→ 1, -13, -1, -0.5, -2, -2.2, -10, 1, 0, -3
- Cc1oc(-c2cccc(Br)c2)[n+]([O-])c1C
→ -5, -3, -4, -1.8, 1, -0.1, 1, 3, -3, 5
- O=C(O)c1cc(-c2ccc(Cl)cc2)n(-c2ccc(F)cc2)n1
→ -10, 13, -6, 2.0, -6, -2.2, 6, -2, 4, 10
- CCC(=O)Nc1cccc(C2=NOC3(C2)C[C@H](C(N)=O)N(C(=O)Cc2ccc([N+](=O)[O-])cc2)C3)c1 (stereo not given in full)
→ 7, 17, -4, 1.0, -3, -1.3, 0, -1, -2, 5
- COc1ccc(C2/C=C\CN(C(=O)Nc3ccccc3)CC(=O)N2Cc2ccc(F)cc2)cc1 (stereo not given)
→ 0, 0, 7, -0.3, -1, 0.0, -8, 0, -3, -4
- CCOc1ccc(CCN2C(=O)C3C4CCC(O4)C3C2=O)cc1OCC (stereo not given)
→ -20, -6, -6, -0.3, -2, 0.2, 3, -5, -3, -3
- COc1ccccc1-c1cc(C(=O)N/N=C/c2ccc(C)s2)c2ccccc2n1
→ -1, -77, 6, -0.8, 0, -0.9, -4, -4, -2, -3
- CCN(CC(=O)Nc1c(F)cccc1F)C(=O)CCNS(=O)(=O)c1ccc(C)c(C)c1
→ -6, 12, 2, -0.1, -2, -1.5, -1, 3, 0, 1
- CCNC(=S)NNC(=O)c1cc(C)nc2ccccc12
→ -1, 11, -3, 0.3, /, -0.3, 9, 5, 0, -7
- O=C(/C=C/c1ccc(Cl)cc1)N1CCOCC1
→ 10, -4, -8, -0.7, 0, 0.7, 4, -4, 0, -4
- CCC(C)(C)NC(=O)C(c1sccc1C)N(Cc1ccco1)C(=O)c1csnn1 (stereo not given)
→ -8, 1, 5, -2.3, -5, -0.3, -5, -6, 0, 0
- O=C(NC(=S)NNC(=O)c1ccccc1O)c1cccs1
→ 2, -114, 4, 0.4, -4, -1.4, 0, -3, 5, -3
- CCOC(=O)c1sc(-c2ccccc2)cc1NC(=O)CSc1nnnn1C
→ -5, /, -1, -0.9, 0, -2.1, 6, -4, -3, -6
- CCCCCCCc1c(O)nc(SCC(=O)O)[nH]c1=O
→ 4, /, -15, 1.9, -5, -4.3, -2, 4, -5, 0
- O=C(CSc1nnc(-c2cccnc2)o1)Nc1ccccc1F
→ -3, 26, -8, -0.8, 0, 0.9, 3, -3, 2, -5
- Cc1ccc(C)c(NS(=O)(=O)c2ccc3c(c2)NC(=O)CCS3)c1
→ -2, 5, -4, -1.2, 2, -2.2, -2, 5, 2, -8
- O=C(Nc1cc(F)ccc1F)c1cccc(-n2cnnn2)c1
→ -4, 4, 4, -1.1, 0, -1.6, 2, 1, -1, 7
- O=C(O)c1ccccc1Nc1ccc([N+](=O)[O-])c2nonc12
→ -7, 38, 4, -4.0, -7, -1.1, -4, -3, 9, 14
- CN(C)/C=C1\NC(=S)N(c2ccc(Cl)cc2)C1=O
→ 9, -37, -6, -1.8, 0, -3.1, 2, -7, 2, -2
- O=C(CCSc1ccccc1)Nc1nnc(-c2cccs2)o1
→ 1, -4, -6, -0.5, /, -1.0, 0, -4, -4, 2
- Cc1ccc(C)c(NC(=O)CN(C)C(=O)CN2C(=O)C3CCCCC3C2=O)c1 (stereo not given)
→ 1, 18, -12, 0.1, -2, -0.8, 2, -1, 1, -6
- O=C(Nc1cccc(S(=O)(=O)N2CCCCC2)c1)c1ccccc1NS(=O)(=O)c1ccc(F)cc1
→ 2, -3, -4, 0.8, -1, -0.7, 7, -4, 4, 16
- CCCC(=O)Nc1ccc(NC(=S)NC(=O)c2ccccc2[N+](=O)[O-])cc1
→ -6, -24, -14, -1.4, -2, -0.8, 2, -3, 0, 5
- CCOCCn1c(CN2CCC(Cc3ccccc3)CC2)nc2c1c(=O)n(C)c(=O)n2C
→ -6, 23, 1, 0.4, -4, -2.7, 6, 1, 1, -10
- Cc1c(C(=O)NCCN2CCOCC2)oc2ccccc12
→ 4, 6, -15, 0.4, -4, -2.3, -2, -2, 2, 4
- CCCCNC(=O)CNC(=O)c1cccs1
→ 7, 31, -14, 2.1, -10, -0.5, -2, 4, -1, -30
- CCn1c(-c2ccc([N+](=O)[O-])cc2)n[nH]c1=S
→ -4, -6, 1, 21, -3, /, -9, -9, -3, 25
- COc1ccc(CCNC(=O)COC(=O)c2cc(=O)c3ccccc3o2)cc1
→ -12, 3, 0, -2.9, 9, -0.5, -5, -7, -3, 11
- Cc1c(N=Cc2ccc(-c3ccc(Cl)cc3)o2)c(=O)n(-c2ccccc2)n1C
→ -9, -15, -2, -0.8, /, -0.2, -6, -1, -1, -4
- COc1cccc(NC(=O)Cn2c(SCC(=O)N3CCOCC3)nc3ccccc32)c1
→ -1, 39, 15, -0.9, -2, -3.1, -2, 0, -2, 14
- O=C(NCc1ccccn1)c1cc2c(ccc3ccccc32)oc1=O
→ -5, /, -5, -1.7, -5, -0.3, 1, 1, -1, -233
- O=C(NCCCN1CCOCC1)C(=O)NCc1ccco1
→ 0, 23, -24, -1.9, 8, 0.0, 21, 3, 0, -12
- CC(=O)N(CC(=O)Nc1sc(C)c(C)c1C(N)=O)Cc1ccccc1
→ 2, 4, -8, -1.2, 5, 0.4, 5, 0, 1, -5
- CCCCC1=CC2=CC(=O)C(C)(OC(=O)CC)C(=O)C2=CN1C1CCCC1 (stereo not given)
→ 3, -7, -6, 2.0, 2, 0.1, 5, -3, -2, 2
- Cc1ccc(O)c(C(=O)CC(=O)c2ccc(C(C)(C)C)cc2)c1
→ -7, 17, -2, -0.2, -4, -0.3, 1, 0, -4, -19
- C#CCNC(=O)C1=C[C@@H](c2coc3ccccc3c2=O)[C@H](CCCO)[C@@H](OCC)O1
→ 4, 16, -30, -0.5, 1, -1.0, 7, 2, 0, 12
- CSCCC(NC(=O)c1ccccc1Br)C(=O)NC(C)CCc1ccccc1 (stereo not given)
→ -8, 5, -1, 0.8, -4, -1.4, -1, 0, -4, 35
- Cc1cc(C)nc(CCNC(=O)c2cc(COc3c(C)cccc3C)on2)n1
→ 1, -13, 4, -2.5, 7, 28, 5, -5, 1, -2
- Cc1ccc(-c2n[nH]c(=O)c3ccccc23)cc1S(=O)(=O)NCC1CCCO1 (stereo not given)
→ 5, /, -8, 1.8, /, -2.5, 5, -1, 2, 7
- O=C(COc1ccccc1F)N/N=C1\CCCc2ccccc21
→ -9, -2, -18, 0.7, -5, -1.0, 7, -2, -1, -6

Laid out differently: results already given
SMILES | PKA-R2B act | SR-BI DiI-HDL act | Cardiac RTF inh | LANA DNA inh | CAL PDZ FP-1 | CAL PDZ FP-2 | RTF Ca sens act | Keap1-Nrf2 PPI | DAGLB inhibitor | Rtt109 Vps75
CC(=O)N(CC(=O)Nc1sc(C)c(C)c1C(N)=O)Cc1ccccc1 | 2 | 4 | -8 | -1.2 | 5 | 0.4 | 5 | 0 | 1 | -5
CCCCC1=CC2=CC(=O)C(C)(OC(=O)CC)C(=O)C2=CN1C1CCCC1 (stereo not given) | 3 | -7 | -6 | 2.0 | 2 | 0.1 | 5 | -3 | -2 | 2
Cc1ccc(O)c(C(=O)CC(=O)c2ccc(C(C)(C)C)cc2)c1 | -7 | 17 | -2 | -0.2 | -4 | -0.3 | 1 | 0 | -4 | -19
C#CCNC(=O)C1=C[C@@H](c2coc3ccccc3c2=O)[C@H](CCCO)[C@@H](OCC)O1 | 4 | 16 | -30 | -0.5 | 1 | -1.0 | 7 | 2 | 0 | 12
CSCCC(NC(=O)c1ccccc1Br)C(=O)NC(C)CCc1ccccc1 (stereo not given) | -8 | 5 | -1 | 0.8 | -4 | -1.4 | -1 | 0 | -4 | 35
Cc1cc(C)nc(CCNC(=O)c2cc(COc3c(C)cccc3C)on2)n1 | 1 | -13 | 4 | -2.5 | 7 | 28 | 5 | -5 | 1 | -2
Cc1ccc(-c2n[nH]c(=O)c3ccccc23)cc1S(=O)(=O)NCC1CCCO1 (stereo not given) | 5 | / | -8 | 1.8 | / | -2.5 | 5 | -1 | 2 | 7
O=C(COc1ccccc1F)N/N=C1\CCCc2ccccc21 | -9 | -2 | -18 | 0.7 | -5 | -1.0 | 7 | -2 | -1 | -6
